# Tau fluor counter: counter-screen for tau fibril formation inhibitors. Potency, µM (top dose mostly 57.7 µM), inactives show top-dose activity change, negative = decrease. tau K18 P301L Alexa594 fluorescence, heparin fibrillization. AID 1463. 280,000 tested, 0.93% active; note: % is set by controls: 0 for no effect and ±100 for the full control effect; nearly all actives have a fitted effect of over 55% in size
#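 Human tau K18 P301L (15 uM unlabeled, 0.24 uM Alexa 594-labeled) in 100 mM sodium acetate pH 7 with 20 uM heparin, 6 hr at 37 C. ThT 30 uM added, 1 hr ambient; Alexa 594 FP and total fluorescence read at 555/632 nm.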
# Tau fibril FP: tau fibrillization inhibition (FP) | K18 P301L tau heparin fibrillization, Alexa594 FP, 6 h | AID 1468 | Potency, µM (highest dose often 57.7 µM), for the others: top-dose activity, negative = inhibition, actives largely listed as inhibitors | 280,000 tested, 0.39% active | P10636; note: % is set by controls: 0 for no effect and ±100 for the full control effect; nearly all actives have a fitted effect of over 55% in size
# Target sequence (P10636 561-689 P618L limits assumed): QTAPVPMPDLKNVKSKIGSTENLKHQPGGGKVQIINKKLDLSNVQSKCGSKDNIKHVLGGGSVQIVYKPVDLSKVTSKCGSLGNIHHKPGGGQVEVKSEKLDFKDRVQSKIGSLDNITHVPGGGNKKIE
#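 Heparin (20 uM) drove fibril formation of recombinant tau K18 P301L, 15 uM unlabeled with 0.24 uM Alexa 594 label, for 6 hr at 37 C in 100 mM sodium acetate pH 7. Fluorescence polarization (555/632 nm) read 1 hr after 30 uM ThT.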
# ALDH1A1 block: ALDH1A1 (human) enzyme inhibition. P00352. Purified ALDH1A1, NADH fluorescence, propionaldehyde substrate. Potency, µM (highest dose often 75.3 µM), for the others: at the top dose activity, negative = inhibition, hits mostly inhibitors. 220,000 tested, 7.3% active; active = well fitted inhibition curve with a large enough effect, not every such curve was filed as active; inconclusive = small, poorly fitted or top-dose-only effect, or another doubt; inactive = no such curve, though single readings can be large or run the other way;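 note: plate controls were no enzyme wells and a reference inhibitor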
# Target sequence (P00352 whole entry, looked up): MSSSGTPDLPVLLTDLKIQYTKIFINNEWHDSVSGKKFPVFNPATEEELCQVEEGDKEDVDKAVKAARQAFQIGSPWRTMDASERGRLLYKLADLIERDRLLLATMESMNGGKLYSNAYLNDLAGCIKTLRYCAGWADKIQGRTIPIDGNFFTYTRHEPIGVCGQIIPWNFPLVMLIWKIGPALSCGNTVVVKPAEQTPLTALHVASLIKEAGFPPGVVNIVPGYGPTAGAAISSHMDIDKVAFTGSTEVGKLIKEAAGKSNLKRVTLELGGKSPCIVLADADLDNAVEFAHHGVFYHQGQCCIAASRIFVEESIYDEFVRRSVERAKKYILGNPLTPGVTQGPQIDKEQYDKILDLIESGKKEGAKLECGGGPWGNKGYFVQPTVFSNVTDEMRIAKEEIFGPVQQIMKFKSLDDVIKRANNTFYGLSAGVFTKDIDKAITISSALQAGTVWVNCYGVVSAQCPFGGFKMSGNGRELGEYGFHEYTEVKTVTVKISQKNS
# HTT cytoprotect: protects HTT-Q103 PC12 cells, measured by ATP | PC12 HTT-Q103 induced, cytoprotection, ATP luminescence, 40 h | Potency, µM (series often up to 56.4 µM), inactives show cytoprotection (ATP increase), actives largely listed as activators | 230,000 tested, 0.14% active;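 note: % of control where 0% means no effect; nearly all actives have a fitted effect of over 45% in size; toxic huntingtin expression switched on by the ecdysone agonist tebufenozide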
#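 Huntington model: PC12 line, ecdysone-inducible HTTQ103 exon1–GFP, tebufenozide 100 nM. Test articles in a dose series. Endpoint luminescence from cellular ATP.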
# SMN2 splice up: enhancers of SMN2 splice variant expression. HEK293 SMN2-luciferase splicing reporter, luminescence, 30-36 h. Potency, µM (top dose mostly 46.1 µM), inactives show at the highest dose activity change, positive = activation, hits mostly activators. 210,000 tested, 2.8% active. AID 1458; note: % of control where 0% means no effect; nearly all actives have a fitted effect of over 55% in size
#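 HEK293 cells carry an SMN2 minigene-luciferase reporter in which exon 7 inclusion puts luciferase in frame. Cells were seeded at 2000 cells/well, attached for 10-12 hours, then exposed to compounds for 30-36 hours at 37C before ONE-Glo luminescence.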
# HTT aggregate: mutant huntingtin aggregation inhibition; 220,000 tested, 1.1% active; AID 1688; Potency, µM (series often up to 46.1 µM), for inactives: top-dose activity change, negative = inhibition, actives largely listed as inhibitors; PC12 HttQ103-GFP aggregates, Acumen cytometry, 40 h; note: % is set by controls: 0 for no effect and ±100 for the full control effect; nearly all actives have a fitted effect of over 60% in size
#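 Read-out: GFP aggregate count by laser scanning cytometer (488 nm excitation, 500-530 nm emission, 1–25 µm objects >6 SD above background). Cells: PC12, inducible HTTex1-Q103-GFP, 100 nM tebufenozide; compounds titrated.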
# Tau ThT inhib: inhibitors of human tau fibril formation, thioflavin T binding. AID 1460. 270,000 tested, 2.1% active. Potency, µM (top dose mostly 57.4 µM), without a hit: at the highest dose activity, negative = inhibition, usual class: inhibitors. recombinant tau K18 P301L (four-repeat tau fragment), heparin-induced fibrillization, ThT fluorescence; note: % is set by controls: 0 for no effect and ±100 for the full control effect; nearly all actives have a fitted effect of over 55% in size
#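 Recombinant human tau K18 fragment […] carrying P301L, 15 uM unlabeled plus 0.24 uM Alexa 594-labeled, was fibrillized with 20 uM heparin in 100 mM sodium acetate pH 7 for 6 hr at 37 C; 30 uM ThT fluorescence read after 1 hr.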
# KDM4E inh: inhibitors of human JMJD2E histone demethylase; B2RXH2; JMJD2E catalytic domain, FDH-coupled NADH fluorescence (FDH is formaldehyde dehydrogenase); Potency, µM (series often up to 57.1 µM), without a hit: at the highest dose activity change, negative = inhibition, hits mostly inhibitors; 230,000 tested, 1.6% active; AID 2147; active = well fitted inhibition curve with a large enough effect, not every such curve was filed as active; inconclusive = small, poorly fitted or top-dose-only effect, or another doubt; inactive = no such curve, though single readings can be large or run the other way;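 note: 0% = wells with enzyme and -100% = buffer wells without enzyme; nearly all actives have a fitted effect of over 50% in size; many of its hits are not listed in these tables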
# Target sequence (B2RXH2 1-337 limits assumed): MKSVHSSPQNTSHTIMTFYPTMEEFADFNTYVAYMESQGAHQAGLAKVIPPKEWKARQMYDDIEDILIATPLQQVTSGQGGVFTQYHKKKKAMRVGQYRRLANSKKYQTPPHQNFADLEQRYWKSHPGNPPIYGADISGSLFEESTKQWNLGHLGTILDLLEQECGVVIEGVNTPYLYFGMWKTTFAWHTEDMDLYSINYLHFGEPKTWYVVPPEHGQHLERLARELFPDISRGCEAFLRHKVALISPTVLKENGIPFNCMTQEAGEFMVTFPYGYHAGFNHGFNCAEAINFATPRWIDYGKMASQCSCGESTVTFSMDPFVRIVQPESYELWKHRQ
# * = called active by the depositor; ? = inconclusive; . = no result given; & = joins results of further samples; [ ] = dose if it differs, or a comment. Unless noted, calls come from the whole dose curve; as a rule, active = well fitted curve in the direction sought with a large enough effect; inconclusive = small, poorly fitted or top-dose-only effect, or another doubt; inactive = no such curve, though single readings can be large; an effect the other way counts as inactive or inconclusive. Potency is the fitted concentration of half-maximal effect.
SMILES,Tau fluor counter,Tau fibril FP,ALDH1A1 block,HTT cytoprotect,SMN2 splice up,HTT aggregate,Tau ThT inhib,KDM4E inh
CC(=O)Oc1ccc(C(=O)Nc2nccs2)cc1,-4.6%,1.6%,6.9%,-21.1%,8.3%,-4.0%,-16.4%,-0.7%
CNCc1c(OCc2ccccc2F)ccc2ccccc12,-0.3%,-6.7%,-0.7%,-67.8%,-32.0%[inhibitor],9.0%[9.22 µM],-9.6%,?
CC(C)(C)c1c(Cl)c(O)c(-c2ccccc2)c(=O)n1-c1ccccc1,0.8%,10.6%,-13.3%,-30.4%[inhibitor],-12.6%,-1.9%,3.1%,6.7%
Cc1cc(C)n2nc(C(=O)NNC(=O)c3ccc(Cl)cc3)nc2n1,5.7%,4.3%,.,1.0%[10 µM],.,5.4%[9.22 µM],-1.8%,-21.2%
O=C(Nc1cc2c(cc1C(=O)c1cccc(Br)c1)OCCO2)c1ccccc1F,?,?,.,.,-0.3%,.,-10.9%,.
CCNCC(=O)Nc1ccc(N2CCOCC2)cc1,1.1%,3.0%,11.3%,-25.8%,10.0%,20.2%,0.3%,6.2%
COc1ccccc1N(C(=O)c1cncc(Br)c1)c1nc(-c2ccc(C)cc2)cs1,-24.7%,3.0%,7.8%,14.3%[10 µM],-5.5%,-6.9%,-16.5%,-1.4%
Cc1onc(-c2ccccc2)c1C(=O)NC(=S)NNC(=O)c1cccnc1,-14.2%,-9.9%,?,.,38.6%,-17.2%,-14.7%,1.6%
O=C(c1ccccc1)c1nn(-c2ccccc2)c(=O)cc1C(F)(F)F,-1.1%,-1.3%,?,-10.9%,-84.1%[inhibitor],18.0%,7.2%,5.2%
CCN(C(=O)CSc1nnc2ccccn12)C1CCS(=O)(=O)C1 (stereo unspecified),5.8%,3.0%,?,-33.1%,6.7%,8.1%,2.7%,0.9%
CS(=O)(=O)N1CCC(C(=O)Nc2ccc(Br)cc2F)CC1,4.2%,4.3%,23.9%,7.6%,14.3%,-8.6%,-1.9%,11.0%
Cc1cc(C)cc(NC(=O)N(CCC#N)Cc2cccs2)c1,3.2%,-0.5%,.,-2.0%[10 µM],.,12.8%[9.22 µM],8.0%,-5.0%
Nc1ccc2nc3c(=O)[nH]c(=S)[nH]c3nc2c1,?,2.24µM*,.,2.7%[10 µM],.,19.9%[9.22 µM],.,?
CCC(C)NC(=O)CCC(=O)NNc1nc2ccccc2c2nc(C)nn12 (stereo unspecified),-7.3%&1.6%,-7.8%&0.8%,5.9%,11.2%[10 µM],-0.4%,-14.5%,-1.4%&0.2%,10.1%
O=C(NCCN1C(=O)S/C(=C\c2ccccc2F)C1=O)C1CCCN1C(=O)c1cccs1 (stereo unspecified),-3.1%,-0.1%,-5.9%,8.4%[10 µM],.,?,?,-2.6%
Cc1nc2ncnn2c(C)c1CCC(=O)NCc1ccc(Cl)cc1,6.1%,6.1%,.,.,4.2%,.,3.9%,.
COc1cc(C2=NOC(C(=O)NCc3ccco3)C2)cc(OC)c1OC (stereo unspecified),0.2%,6.9%,6.4%,-70.4%[inhibitor],?,-12.3%,5.8%,3.3%
NNC(=O)c1sc2cc(C(F)(F)F)cnc2c1-c1cccnc1,-3.5%,-13.0%,?,-7.7%[10 µM],.,-21.0%[9.22 µM],-4.9%,141.1%[activator]
CCCCC/C=C\C/C=C\CCCCCCCC(N)=O,-0.6%&-4.7%&-7.9%,-4.4%&4.4%&-7.5%,7.2%&-3.7%&-2.1%,11.8%&-14.8%&-0.1%,-4.6%&-8.4%&-3.1%,.,-3.9%&-5.2%&-4.1%,3.3%&-2.8%
O=C(Cc1nn[nH]n1)NCCC1=CCCCC1,0.7%,-1.9%,-3.0%,-19.6%,19.6%,0.3%,-6.2%,-2.1%
CSc1ccccc1NC(=O)NCCCl,8.1%,-2.5%,8.0%,2.9%,0.6%,-12.7%,1.3%,-1.3%
C=CCNc1nc(-c2ccc(O)c(C(N)=O)c2)cs1,?,2.6%,-12.2%,?,2.7%,-7.2%,?,-21.8%
Cc1ccccc1OCCNc1cc(N2CCN(CCO)CC2)ccc1[N+](=O)[O-],?,-1.8%,-4.1%,20.5%[10 µM],23.4%,8.3%,12.6µM*,-13.0%
CC(NC(=O)COC(=O)C1CCN(S(=O)(=O)c2ccccc2C(F)(F)F)CC1)c1ccccc1 (stereo unspecified),-6.4%,3.3%,?,26.3%[10 µM],25.8%,-0.1%,2.1%,2.4%
COc1cc(C(C#N)N2N=C(c3ccccc3)CC2c2ccccc2)ccc1O (stereo unspecified),-12.6%,-1.7%,?,0.8%,-0.7%,-11.4%,-18.6%,-25.2%
Cc1cc(C)n(CC(=O)N/N=C/c2ccc(C)o2)n1,1.3%,3.2%,7.3%,-0.7%,-5.8%,10.3%,2.4%,-1.5%
Cc1onc(-c2ccccc2)c1C(=O)Oc1ccccc1,-21.1%,-11.0%,.,-2.0%[10 µM],.,-6.0%[9.22 µM],-10.6%,2.1%
O=C(Cn1cnc2ccccc21)N1CCN(S(=O)(=O)c2ccccc2)CC1,1.5%,-0.5%,2.9%,9.9%,3.4%,-13.2%,3.2%,1.7%
CCOC(=O)NCCOC(=O)Nc1ccc(Cl)cc1,-10.5%,-15.0%,5.1%,-18.6%,5.7%,-12.2%,-3.3%,-2.0%
CCCCCCn1c(-c2cccs2)n[nH]c1=S,-11.3%,6.5%,?,-21.0%,-24.1%,-1.1%,-11.1%,?
CC1(C)CC(=O)C2=C(C1)Nc1ccccc1NC2c1cccnc1 (stereo unspecified),0.4%,-5.2%,10.1%,-11.1%,-11.1%,-0.9%,-1.8%,-9.3%
Cc1cccc(/N=C/c2c(O)c3ccccc3oc2=O)n1,-1.9%,-3.5%,?,-8.7%[10 µM],37.1%,?,-10.2%,?
COc1ccc(C2CC(=O)Oc3c(C(CCN4CCCC(C)C4)c4ccc(N(C)C)cc4)c(OC)cc(OC)c32)cc1 (stereo unspecified),-1.2%,11.3%,.,2.7%[10 µM],.,25.6%[9.22 µM],-7.5%,-11.8%
CCOC(=O)c1sc2ccc(S(=O)(=O)N3CC(C)CC(C)C3)cc2c1N (stereo unspecified),-22.0%,-9.8%,10.5%,.,-20.9%,3.1%,-3.1%,297.6%
Cn1cc(-c2cccc(Cl)c2)cc(C#N)c1=O,5.5%,5.6%,?,9.8%[10 µM],16.3%,-5.7%,-1.3%,?
O=C1[C@@H]2Cc3ccccc3CN2C(=O)N1c1cccc(F)c1,-4.7%,7.7%,?,-1.2%,3.8%,-9.2%,-13.4%,10.3%
CCOc1ccccc1OCCCC(=O)N1CCN(S(=O)(=O)c2ccc(C)cc2)CC1,-4.5%,0.7%,-5.6%,-1.4%[10 µM],0.1%,-12.2%,-9.5%,1.6%
CCn1cc(C(=O)NCc2ccc(Cl)cc2)c(=O)c2cc(S(=O)(=O)N3CCOCC3)ccc21,-12.7%,-9.7%,8.4%,-21.9%[10 µM],-2.7%,1.0%,-6.4%,-5.3%
Cc1ccccc1-n1c(-c2ccc(Cl)cc2)cnc1SCC(=O)NC1CCS(=O)(=O)C1 (stereo unspecified),-5.4%,5.4%,?,12.7%[0.074 µM],1.0%,26.2%,-12.7%,0.7%
CCOC(=O)C1CCN(C(=O)c2cn(-c3ccccc3)nc2-c2cccnc2)CC1,0.1%,2.5%,10.7%,-24.6%[10 µM],-2.1%,1.5%,-2.8%,5.0%
COCC(=O)N(Cc1ccc(OC)cc1)Cc1nc2ccccc2c(=O)[nH]1,5.2%,8.3%,-1.7%,17.2%[1.9 µM],13.7%,-12.5%,6.9%,-1.4%
CCCC(=O)c1cn(CC(=O)OC)c2ccccc12,-6.3%,-4.1%,-15.0%,7.7%,-12.5%,-12.8%,1.4%,-9.2%
O=C(CCCN1C(=O)c2cccc3cccc(c23)C1=O)NC1CCS(=O)(=O)C1 (stereo unspecified),-26.8%,-8.8%,?,-34.9%[10 µM],.,-5.6%[9.22 µM],-16.1%,?
NC(=S)NNC(=O)[C@@H]1CCCC[C@@H]1C(=O)O,5.5%,-9.0%,?,.,2.9%,1.4%,1.6%,-5.3%

# Some of the entries so far, bar-delimited:
mol | Tau fluor counter | Tau fibril FP | ALDH1A1 block | HTT cytoprotect | SMN2 splice up | HTT aggregate | Tau ThT inhib | KDM4E inh
CCOC(=O)c1sc2ccc(S(=O)(=O)N3CC(C)CC(C)C3)cc2c1N (stereo unspecified) | -22.0% | -9.8% | 10.5% | . | -20.9% | 3.1% | -3.1% | 297.6%
Cn1cc(-c2cccc(Cl)c2)cc(C#N)c1=O | 5.5% | 5.6% | ? | 9.8%[10 µM] | 16.3% | -5.7% | -1.3% | ?
O=C1[C@@H]2Cc3ccccc3CN2C(=O)N1c1cccc(F)c1 | -4.7% | 7.7% | ? | -1.2% | 3.8% | -9.2% | -13.4% | 10.3%
CCOc1ccccc1OCCCC(=O)N1CCN(S(=O)(=O)c2ccc(C)cc2)CC1 | -4.5% | 0.7% | -5.6% | -1.4%[10 µM] | 0.1% | -12.2% | -9.5% | 1.6%
CCn1cc(C(=O)NCc2ccc(Cl)cc2)c(=O)c2cc(S(=O)(=O)N3CCOCC3)ccc21 | -12.7% | -9.7% | 8.4% | -21.9%[10 µM] | -2.7% | 1.0% | -6.4% | -5.3%
Cc1ccccc1-n1c(-c2ccc(Cl)cc2)cnc1SCC(=O)NC1CCS(=O)(=O)C1 (stereo unspecified) | -5.4% | 5.4% | ? | 12.7%[0.074 µM] | 1.0% | 26.2% | -12.7% | 0.7%
CCOC(=O)C1CCN(C(=O)c2cn(-c3ccccc3)nc2-c2cccnc2)CC1 | 0.1% | 2.5% | 10.7% | -24.6%[10 µM] | -2.1% | 1.5% | -2.8% | 5.0%
COCC(=O)N(Cc1ccc(OC)cc1)Cc1nc2ccccc2c(=O)[nH]1 | 5.2% | 8.3% | -1.7% | 17.2%[1.9 µM] | 13.7% | -12.5% | 6.9% | -1.4%

# Assay outcomes deposited in PubChem by National Center for Advancing Translational Sciences (NCATS).

# Some of the compounds tested; rates above refer to the full screens.
